# Compound activity as filed in PubChem BioAssay.
# PRC2 inh: EZH2/PRC2 methyltransferase inhibitors, primary screen, biochemical, DELFIA time-resolved fluorescence, single point; Histone-lysine N-methyltransferase EZH2 (Homo sapiens), Q15910; PRC2 H3K27 methylation, DELFIA TRF, 1 h; inhibition, % at 12.5 µM; 57,000 tested, 0.35% active; AID 651548, 2012;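 active = mean inhibition of replicates at least 50% and every single replicate also reaching 50%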;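 note: dimethyl H3K27 on biotinylated H3 21-44 peptide detected by antibody; plate controls were median neutral control wells for no effect and median positive control wells for full effect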
# Target sequence (Q15910 whole entry, looked up): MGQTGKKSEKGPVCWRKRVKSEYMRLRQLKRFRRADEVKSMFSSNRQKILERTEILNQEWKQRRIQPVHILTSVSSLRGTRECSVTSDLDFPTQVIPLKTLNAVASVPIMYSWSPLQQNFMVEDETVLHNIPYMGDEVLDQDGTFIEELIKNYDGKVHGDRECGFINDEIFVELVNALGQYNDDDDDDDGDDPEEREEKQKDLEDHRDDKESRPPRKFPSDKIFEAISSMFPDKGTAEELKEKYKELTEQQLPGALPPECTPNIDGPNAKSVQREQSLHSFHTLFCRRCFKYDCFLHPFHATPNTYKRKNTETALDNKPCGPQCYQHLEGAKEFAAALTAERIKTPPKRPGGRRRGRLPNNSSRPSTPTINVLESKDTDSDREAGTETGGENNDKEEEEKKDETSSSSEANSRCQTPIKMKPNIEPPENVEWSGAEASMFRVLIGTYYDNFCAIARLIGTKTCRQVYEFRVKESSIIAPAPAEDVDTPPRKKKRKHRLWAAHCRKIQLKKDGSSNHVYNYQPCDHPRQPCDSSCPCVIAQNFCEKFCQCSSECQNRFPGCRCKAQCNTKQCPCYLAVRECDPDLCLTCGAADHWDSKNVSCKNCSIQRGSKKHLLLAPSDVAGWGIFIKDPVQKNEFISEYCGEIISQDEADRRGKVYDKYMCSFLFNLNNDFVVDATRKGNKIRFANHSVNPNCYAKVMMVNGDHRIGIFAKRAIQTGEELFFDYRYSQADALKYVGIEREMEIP
# IDH1 mut inh: inhibitors of IDH1 R132H reductase, primary screen, biochemical, plate reader, single point | Isocitrate dehydrogenase [NADP] cytoplasmic (Homo sapiens), O75874 | diaphorase/resazurin fluorescence, 60 min | inhibition, % at 10 µM | 70,000 tested, 0.18% active; in the data active = inhibition above about 34%;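 note: 0% = DMSO and 100% = no enzyme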
# An asterisk follows results filed as active; . = no result given. This is a subset; rates above refer to the full screens.
SMILES	PRC2 inh	IDH1 mut inh
COc1ccc(NC(=O)N[C@H]2CC[C@@H](CCNC(=O)CN3CCOCC3)O[C@H]2CO)cc1	11	0.2
COc1ccc(S(=O)(=O)N(C)C[C@@H]2Oc3ccc(NC(=O)NC(C)C)cc3C(=O)N([C@@H](C)CO)C[C@@H]2C)cc1	.	-0.3
C[C@@H]1CN([C@H](C)CO)S(=O)(=O)c2ccc(Br)cc2O[C@H]1CN(C)C(=O)Nc1ccccc1	1	.
CCC(=O)N(C)C[C@H]1Oc2cc(C3=CCCC3)ccc2S(=O)(=O)N([C@H](C)CO)C[C@H]1C	-3	4.6
Cc1cc(=O)[nH]c(SCC(=O)Nc2ccc([N+](=O)[O-])cc2)n1	-8	0.4
COC(=O)[C@@]1(CCS(=O)(=O)c2ccccc2)N=C(c2ccc(OCCCO)cc2)O[C@H]1c1ccccc1CN=[N+]=[N-]	9	.
Cc1noc(C)c1NC(=O)N(C)C[C@H]1Oc2c(NC(=O)C3CCCCC3)cccc2C(=O)N([C@H](C)CO)C[C@H]1C	-10	0.2
O=S(=O)(N[C@@H]1CC[C@@H](CCn2cc(-c3cccnc3)nn2)O[C@H]1CO)c1ccc(F)cc1	14	-0.2
C[C@H](CO)N1C[C@H](C)[C@H](CN(C)Cc2ccccc2)Oc2ncc(C#Cc3ccccc3)cc2C1=O	0	-0.2
C=CCn1c(SCC(=O)O)nnc1-c1ccccc1	1	0.1
CCC(Sc1nc(C)cc(C)n1)C(=O)N1c2ccccc2Sc2ccccc21 (centres undefined)	20	-0.7
C[C@@H]1CN([C@H](C)CO)C(=O)c2cc(NC(=O)C3CCCCC3)ccc2O[C@H]1CN(C)Cc1ccc(-c2ccccc2)cc1	.	3.0
O=C(O)C[C@@H]1C[C@@H]2c3cc(NC(=O)NC4CCCC4)ccc3O[C@@H]2[C@@H](CO)O1	2	-1.7
COCC(=O)N[C@@H]1CC[C@H](CC(=O)N2CCCCC2)O[C@H]1CO	-2	-0.1
C[C@@H]1CN([C@H](C)CO)C(=O)c2cc(-c3ccncc3)cnc2O[C@@H]1CN(C)C(=O)c1ccncc1	7	.
C[C@@H]1CN([C@@H](C)CO)C(=O)Cc2cc(NC(=O)Cn3cnnn3)ccc2O[C@H]1CN(C)Cc1ccc(-c2ccccc2)cc1	-67	0.9
CCC(=O)N(C)C[C@@H]1Oc2cc(-c3cccc(F)c3)ccc2S(=O)(=O)N([C@H](C)CO)C[C@@H]1C	-5	0.3
CC(C)NC(=O)NCC[C@H]1CC[C@@H](NC(=O)CCN2CCCCC2)[C@@H](CO)O1	-2	0.1
O=C(Nc1ccc2c(c1)[C@@H]1C[C@H](CC(=O)N3CCc4ccccc4C3)O[C@@H](CO)[C@@H]1O2)Nc1ccccc1F	-23	-0.2
Cc1noc(C)c1NC(=O)Nc1ccc2c(c1)C(=O)N([C@@H](C)CO)C[C@@H](C)[C@H](CN(C)C(=O)C1CCCCC1)OCCCC[C@@H](C)O2	.	3.9
Cc1noc(C)c1NC(=O)N[C@@H]1CC[C@@H](CC(=O)Nc2ccc(-c3ccccc3)cc2)O[C@H]1CO	-12	-0.5
O=C(CCN1CCCCC1)NCC[C@H]1CC[C@H](NC(=O)Cc2cccnc2)[C@H](CO)O1	4	80*
CCC(=O)N1C[C@@H](C)[C@@H](OC)CN(C)C(=O)c2ccc(NC(=O)Nc3ccccc3)cc2OC[C@H]1C	-3	-0.1
C/C=C/c1ccc2c(c1)O[C@@H](CN(C)Cc1ccccn1)[C@@H](C)CN([C@@H](C)CO)S2(=O)=O	4	-2.3
C[C@@H]1CN([C@H](C)CO)C(=O)c2cccc(NC(=O)C3CCCCC3)c2O[C@@H]1CN(C)C(=O)Nc1ccccc1	3	.
C[C@H]1CN([C@@H](C)CO)C(=O)c2cc(NC(=O)Nc3cccc4ccccc34)ccc2O[C@H]1CN(C)Cc1ccncc1	-3	-0.2
Cc1c(NC(=O)c2ccccc2N(C)S(=O)(=O)c2ccccc2)c(=O)n(-c2ccccc2)n1C	.	-0.1
C[C@@H]1CN([C@@H](C)CO)C(=O)c2cc(NC(=O)CCC(F)(F)F)ccc2O[C@@H]1CN(C)C(=O)Nc1ccc(F)cc1	-2	-8.8
O=C(C[C@@H]1CC[C@H](NC(=O)C2CCC2)[C@@H](CO)O1)NCc1ccncc1	-2	0.3
COC(=O)c1c(NC(=O)COc2c(C)cccc2C)sc2c1CCCC2	12	0.6
CCn1c(SCC(=O)Nc2cc(Cl)cc(Cl)c2)nnc1-c1cccs1	23	0.4
COc1ccc(NC(=O)N(C)C[C@@H]2Oc3ccc(NC(=O)CCCCCC(=O)Nc4ccccc4N)cc3CC(=O)N([C@H](C)CO)C[C@@H]2C)cc1	18	.
COc1ccccc1-c1coc2cc(OC)c(OC)c(OC)c2c1=O	-3	0.5
C[C@H]1CN([C@@H](C)CO)C(=O)Cc2cc(NS(=O)(=O)c3cn(C)cn3)ccc2O[C@H]1CN(C)C(=O)Nc1cccc2ccccc12	.	0.1
O=C(CCCCC(=O)N/N=C/c1ccco1)NO	-10	-0.3
CCC(=O)N(C)C[C@@H]1Oc2cc(-c3ccc(C)cc3)ccc2S(=O)(=O)N([C@H](C)CO)C[C@H]1C	7	0.1
O=C(O)CCC(=O)Nc1cccc(C(=O)c2ccccc2)c1	-6	-0.2
C[C@H]1CN([C@@H](C)CO)C(=O)Cc2cc(NC(=O)CCCCCC(=O)Nc3ccccc3N)ccc2O[C@@H]1CN(C)C	-4	0.2
COc1ccc(NC(=O)CSc2ncn(-c3ccccc3)n2)cc1Cl	-7	0.2
COc1ccc(S(=O)(=O)N(C)C[C@H]2OCCCC[C@@H](C)Oc3ccc(NS(=O)(=O)c4ccc(Cl)cc4)cc3C(=O)N([C@H](C)CO)C[C@H]2C)cc1	.	1.1
Cc1noc(C)c1S(=O)(=O)Nc1ccc2c(c1)CC(=O)N([C@H](C)CO)C[C@H](C)[C@H](CN(C)Cc1ccc(Cl)c(Cl)c1)O2	.	0.7
C[C@H](CO)N1C[C@H](C)[C@H](CN(C)C(=O)c2cnccn2)Oc2ncc(C#CCC3CCCC3)cc2C1=O	-18	0.9
COc1ccc(NC(=O)N(C)C[C@H]2Oc3cc(Br)ccc3S(=O)(=O)N([C@H](C)CO)C[C@@H]2C)cc1	9	.
C[C@H](CO)N1C[C@H](C)[C@@H](CN(C)Cc2ccc(C(=O)O)cc2)Oc2ccc(NS(=O)(=O)c3cn(C)cn3)cc2CC1=O	.	3.2
O=C(C[C@@H]1C[C@@H]2c3cc(NC(=O)NC4CCCC4)ccc3O[C@@H]2[C@H](CO)O1)NCc1ccc(Oc2ccccc2)cc1	-3	-0.5
COc1ccc(CN(C)C[C@H]2Oc3ccc(NC(=O)Nc4cccc5ccccc45)cc3C(=O)N([C@@H](C)CO)C[C@@H]2C)cc1	-8	0.3
CC(C)NC(=O)N(C)C[C@@H]1Oc2cc(-c3cncnc3)ccc2S(=O)(=O)N([C@H](C)CO)C[C@@H]1C	-3	-1.1
Cc1ccc(S(=O)(=O)N(C)C[C@@H]2Oc3cc(-c4cccc(F)c4)ccc3S(=O)(=O)N([C@@H](C)CO)C[C@H]2C)cc1	-2	-2.7
CS(=O)(=O)N(CC(=O)Nc1ccc(Br)c(Cl)c1)c1ccc(F)cc1	9	-0.5
C/C=C/c1cnc2c(c1)C(=O)N([C@@H](C)CO)C[C@H](C)[C@H](CN(C)C(=O)NCCC)O2	-16	-0.1
CO[C@@H]1CN(C)C(=O)c2cc(NC(=O)CN(C)C)ccc2OC[C@@H](C)N(C(=O)C2CC2)C[C@H]1C	-9	-0.1
C[C@@H]1CCCCO[C@@H](CN(C)C(=O)Nc2ccccc2)[C@H](C)CN([C@@H](C)CO)C(=O)c2cc(N(C)C)ccc2O1	0	-1.9
C[C@@H]1CN([C@@H](C)CO)C(=O)c2cccc(NC(=O)Nc3ccc(C(F)(F)F)cc3)c2O[C@@H]1CN(C)CC1CC1	-13	1.6
COc1ccc(CC(=O)Nc2ccc(NC(=O)c3ccco3)cc2)cc1OC	1	0.3
C[C@@H]1CN([C@H](C)CO)C(=O)c2cc(C3=CCCC3)cnc2O[C@H]1CN(C)C(=O)C1CCC1	13	0.2
COCC(=O)Nc1ccc2c(c1)OC[C@@H](C)N(C(=O)c1ccccc1)C[C@@H](C)[C@@H](OC)CN(C)C2=O	-9	-0.1
C[C@@H]1CN([C@@H](C)CO)C(=O)Cc2cc(NC(=O)Nc3ccccc3)ccc2O[C@@H]1CN(C)Cc1ccc(C(=O)Nc2ccccc2N)cc1	.	-0.3
CO[C@@H]1CN(C)C(=O)c2ccc(NS(=O)(=O)c3cn(C)cn3)cc2OC[C@H](C)N(CC2CC2)C[C@@H]1C	2	-0.2
Cc1ccc([N+](=O)[O-])cc1NC(=O)CN(c1cc(C(F)(F)F)ccc1Cl)S(C)(=O)=O	-17	-0.2
O=C(c1ccccc1)N1Cc2ccccc2[C@@H]2OC(c3ccc(OCCCO)cc3)=N[C@]2(Cc2ccccc2)C1=O	-16	-0.2

# A different layout for some results above:
# Values in the order: PRC2 inh	IDH1 mut inh
COCC(=O)Nc1ccc2c(c1)OC[C@@H](C)N(C(=O)c1ccccc1)C[C@@H](C)[C@@H](OC)CN(C)C2=O
    -9	-0.1
COc1ccc(NC(=O)N(C)C[C@@H]2Oc3ccc(NC(=O)CCCCCC(=O)Nc4ccccc4N)cc3CC(=O)N([C@H](C)CO)C[C@@H]2C)cc1
    18	.
C[C@@H]1CCCCO[C@@H](CN(C)C(=O)Nc2ccccc2)[C@H](C)CN([C@@H](C)CO)C(=O)c2cc(N(C)C)ccc2O1
    0	-1.9
COc1ccc(CC(=O)Nc2ccc(NC(=O)c3ccco3)cc2)cc1OC
    1	0.3
C[C@@H]1CN([C@H](C)CO)C(=O)c2cc(C3=CCCC3)cnc2O[C@H]1CN(C)C(=O)C1CCC1
    13	0.2
C/C=C/c1cnc2c(c1)C(=O)N([C@@H](C)CO)C[C@H](C)[C@H](CN(C)C(=O)NCCC)O2
    -16	-0.1

# More structures:
CS(=O)(=O)Nc1ccc2c(c1)[C@H]1C[C@H](CC(=O)NCC3CC3)O[C@@H](CO)[C@H]1O2
  PRC2 inh = -6 | IDH1 mut inh = -0.5

CCCC(O)C#Cc1cnc2c(c1)C(=O)N([C@H](C)CO)C[C@H](C)[C@H](CN(C)S(=O)(=O)c1cn(C)cn1)O2 (some centres undefined)
  PRC2 inh = . | IDH1 mut inh = 0.9

CO[C@@H]1CN(C)C(=O)c2ccc(NC(=O)C3CCC3)cc2OC[C@H](C)N(C(=O)CN(C)C)C[C@H]1C
  PRC2 inh = 0 | IDH1 mut inh = .

CC(=O)NC(=O)C1C=C2c3ccccc3C=CC2OC1=Nc1ccc(C)cc1 (centres undefined)
  PRC2 inh = 3 | IDH1 mut inh = -2.9

C[C@@H]1CCCCO[C@H](CN(C)Cc2ccc(C(F)(F)F)cc2)[C@@H](C)CN([C@H](C)CO)C(=O)c2cc(NS(=O)(=O)c3ccc(F)cc3)ccc2O1
  PRC2 inh = . | IDH1 mut inh = 0.9

COC(C)(C)CCCC(C)C/C=C/C(C)=C/C(=O)O (centres undefined)
  PRC2 inh = . | IDH1 mut inh = 0.3

C[C@@H]1CN([C@@H](C)CO)C(=O)c2ccccc2-c2ccccc2CO[C@H]1CN(C)C(=O)[C@H](C)c1ccccc1
  PRC2 inh = 1 | IDH1 mut inh = .

Cc1ccc(S(=O)(=O)Nc2cccc3c2O[C@H](CN(C)S(=O)(=O)c2ccc(F)cc2)[C@@H](C)CN([C@@H](C)CO)C3=O)cc1
  PRC2 inh = . | IDH1 mut inh = 1.8

O=C(CCCCCC(=O)Nc1ccccc1O)N=NC=C1C=CN(O)C=C1
  PRC2 inh = 7 | IDH1 mut inh = 0.1

C[C@@H]1CN([C@@H](C)CO)C(=O)c2cc(NS(=O)(=O)c3ccc(F)cc3)ccc2O[C@@H](C)CCCCO[C@H]1CN(C)S(=O)(=O)c1cn(C)cn1
  PRC2 inh = . | IDH1 mut inh = -7.7

C[C@H](CO)N1C[C@H](C)[C@@H](CN(C)C)OCCCC[C@H](C)Oc2ccc(NS(=O)(=O)c3ccc(F)cc3)cc2C1=O
  PRC2 inh = 33 | IDH1 mut inh = .

NCC[C@@H]1CC[C@H](NC(=O)c2ccccc2F)[C@@H](CO)O1
  PRC2 inh = 0 | IDH1 mut inh = -0.1

COCC(=O)Nc1ccc2c(c1)[C@@H]1C[C@H](CC(=O)N(C)C)O[C@H](CO)[C@@H]1O2
  PRC2 inh = -1 | IDH1 mut inh = -3.8

C[C@@H]1CN([C@H](C)CO)C(=O)CCCn2cc(nn2)CO[C@@H]1CN(C)C(=O)Nc1ccc2c(c1)OCO2
  PRC2 inh = -1 | IDH1 mut inh = -0.7

Cc1c(Br)c([N+](=O)[O-])nn1CC(=O)Nc1sc2c(c1C#N)CCCC2
  PRC2 inh = 26 | IDH1 mut inh = -0.5

COc1ccc(S(=O)(=O)N(C)C[C@H]2Oc3ccc(NC(=O)c4ccncc4)cc3C(=O)N([C@H](C)CO)C[C@H]2C)cc1
  PRC2 inh = . | IDH1 mut inh = -2.2

[C-]#[N+]/C(C#N)=C\c1cc(C(C)(C)C)c(O)c(C(C)(C)C)c1
  PRC2 inh = 1 | IDH1 mut inh = -0.1

COc1cccc(CN(C)C[C@H]2OCc3cn(nn3)CCCC(=O)N([C@@H](C)CO)C[C@@H]2C)c1
  PRC2 inh = -9 | IDH1 mut inh = .

C[C@H](CO)N1C[C@H](C)[C@@H](CN(C)Cc2ccccc2)OCCCC[C@H](C)Oc2ccc(NC(=O)CCCN(C)C)cc2C1=O
  PRC2 inh = -2 | IDH1 mut inh = 5.0

O=S(=O)(N[C@@H]1CC[C@@H](CCn2cc(-c3ccccn3)nn2)O[C@H]1CO)c1cccc(Cl)c1
  PRC2 inh = -2 | IDH1 mut inh = -0.1
